Screening data deposited in PubChem BioAssay by National Center for Advancing Translational Sciences (NCATS).
Mito fusion act: mitochondrial division inhibition or fusion activation. S. cerevisiae fusion-defective mutant growth rescue, CellTiterGlo 48 h. hit rate 0.23% among 320,000. Potency, µM (series often up to 46.1 µM), for inactives: at the highest dose growth rescue (activation), usual class: activators;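 also: potency is read from the fitted curve at half-maximal effect; % of control where 0% means no effect; nearly all actives have a fitted effect of over 45% in size; temperature-sensitive fusion mutants such as fzo1-1 at 37 °C on non-fermentable ethanol glycerol medium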
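Yeast fusion mutant, YPEG (non-fermentable carbon), compound, 48 h at 37C non-permissive; CellTiterGlo added, 10 min RT, luminescence read. Rescued growth = division inhibition.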
TSHR antagonist: human thyrotropin receptor antagonism; hit rate 0.2% among 330,000; AID 504810; TSHR-expressing cells, TSH-stimulated cAMP HTRF, 2 h; stronger effect = lower value; P16473; activity change, negative = inhibition, % at 11.5 µM;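 active = activity change below a set negative limit, meaning inhibition stronger than a set level, cut at about -70% in these data; inconclusive = activity change between two set negative limits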; also: % is scaled to controls: 0 for no effect and ±100 for the full control effect
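Competitive HTRF cAMP read-out (cryptate anti-cAMP antibody, cAMP-d2; 30 min, room temperature) in freshly harvested TSHR cells. Compounds added before TSH at EC80 (4nM final), followed by 2 hours' incubation at 37 deg C.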
Eya2 inh: blocks the phosphatase activity of human Eya2; hit rate 0.006% among 330,000; Potency, µM (doses to about 76.9 µM), for inactives: at the top dose activity, negative = inhibition, hits mostly inhibitors; recombinant Eya2, OMFP fluorescence dephosphorylation (OMFP is methylfluorescein phosphate); O00167; also: potency is read from the fitted curve at half-maximal effect; % is scaled to controls: 0 for no effect and ±100 for the full control effect
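Eya2 (0.2 uM) preincubated 10 min at ambient with compound, then OMFP substrate added at 50 uM; 10 min reaction in 50 mM HEPES pH 7.5, 50 mM NaCl, 5 uM MgCl2, 0.05% BSA, 1 mM DTT. Fluorescence read at Ex 485/Em 525 nm.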
USP2a inh: USP2a (human) protease inhibition; O75604; USP2 core, Ub-CHOP2 coupled fluorogenic reporter, 485/531; hit rate 0.01% among 330,000; AID 463254; Potency, µM (titrated, usually from 38.3 µM), without a hit: top-dose activity change, negative = inhibition, usual class: inhibitors;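 also: potency is read from the fitted curve at half-maximal effect; plate controls were DMSO wells for no effect and full inhibition by NEM control for full effect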
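Deubiquitinase activity read as fluorescence (485/531 nm) after Ub-CHOP2 cleavage activates the enterokinase reporter on its substrate; USP2 core 10nM, Ub-CHOP2 and substrate 25nM each, 30min compound preincubation then 60min RT; data normalized to NEM, curves fitted.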
BCR signal inh: chronic active BCR signaling inhibition. hit rate 0.05% among 340,000. Potency, µM (highest dose often 46.1 µM), for the others: top-dose ratio change, negative = lower green/red ratio, actives largely listed as inhibitors. AID 493014. ABC-DLBCL IkBa-CBG/CBR reporter, luminescence ratio, 4 h; active = well fitted inhibition curve with a large enough effect in the signal ratio, with a control signal flat, not every such curve was filed as active; inconclusive = small, poorly fitted or top-dose-only effect, or effect the other way, or a change in a side signal; the % refers to the signal ratio;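 also: potency is read from the fitted curve at half-maximal effect; plate controls were basal doxycycline-induced cells for no effect and cells given 10 µM MG132 for full effect; MG132 reads +100%, hits lower the ratio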
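TMD8 human ABC-DLBCL cells with doxycycline-inducible IκBα–green luciferase fusion and unfused red luciferase, in 0.5% FBS medium; compounds up to 46 uM, 4 h at 37C. Green/red luminescence ratio, filter-overlap corrected, fitted to concentration-response curves.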
TCR activator: activates T cell receptor signaling; primary human leukocytes, anti-CD3, IL-2 HTRF, 48 h; Potency, µM (top dose mostly 9.22 µM), for the others: at the top dose activation of IL-2 secretion, most hits filed as activators; 330,000 tested, under 10 active; also: % of control where 0% means no effect
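Readout: HTRF IL-2, Eu-cryptate/d2 antibody pair, 320nm excitation, 665nm emission. Stimulus: a-CD3 beads, no co-stimulation. Cells: primary human leukocytes. Exposure: 48 hr with compound.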
uPA generation: inhibitors of cell surface uPA generation; cell surface uPA generation assay, qHTS; Potency, µM (highest dose often 38.3 µM), for inactives: at the top dose activity change, negative = inhibition, actives largely listed as inhibitors; hit rate 0.31% among 330,000; active = well fitted inhibition curve with a large enough effect; inconclusive = small, poorly fitted or top-dose-only effect; inactive = no such curve, though single readings can be large or run the other way; tested in mouse RAW 264.7 cells; also: potency is read from the fitted curve at half-maximal effect; % is scaled to controls: 0 for no effect and ±100 for the full control effect; nearly all actives have a fitted effect of over 55% in size
ELG1 DNA repair: blocks ELG1-dependent DNA repair in HEK293T cells; HEK293T ELG1-luciferase reporter, luminescence, 16 h; DNA damage induced by 5-fluorouridine; Potency, µM (series often up to 46.1 µM), inactives show top-dose activity change, negative = inhibition, most hits filed as inhibitors; hit rate 2.3% among 330,000; AID 504467; also: potency is read from the fitted curve at half-maximal effect; % is scaled to controls: 0 for no effect and ±100 for the full control effect; nearly all actives have a fitted effect of over 55% in size
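5-Fluorouridine DNA damage + compound/DMSO, 2,000 cells/well, 16 h, 37 °C/5% CO2. ONE-Glo, 30 min RT, luminescence. Readout = decrease in reporter signal.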
B2AR arrestin: beta2AR (human) beta-arrestin recruitment activity; hit rate 0.02% among 330,000; P07550; Potency, µM (top dose mostly 46.1 µM), for the others: at the top dose activation, most hits filed as activators; beta-arrestin recruitment to beta2AR, cell-based reporter;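 also: potency is read from the fitted curve at half-maximal effect; 0% = DMSO controls and full agonism = EC100 isoproterenol or metaproterenol; nearly all actives have a fitted effect of over 65% in size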
Target sequence (P07550 whole entry, looked up): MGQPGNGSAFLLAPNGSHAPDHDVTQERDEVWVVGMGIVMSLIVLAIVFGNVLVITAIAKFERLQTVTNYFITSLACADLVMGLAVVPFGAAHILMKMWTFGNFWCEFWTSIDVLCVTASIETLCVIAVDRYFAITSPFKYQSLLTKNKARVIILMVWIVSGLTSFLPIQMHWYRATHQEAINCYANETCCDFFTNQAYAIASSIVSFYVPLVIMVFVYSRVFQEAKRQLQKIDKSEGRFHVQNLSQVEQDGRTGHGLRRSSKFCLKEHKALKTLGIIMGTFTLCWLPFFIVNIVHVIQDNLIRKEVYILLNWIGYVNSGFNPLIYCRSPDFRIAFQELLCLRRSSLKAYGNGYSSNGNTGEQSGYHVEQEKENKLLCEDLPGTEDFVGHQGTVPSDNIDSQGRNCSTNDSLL
Tb PFK block: T. brucei PFK enzyme inhibition. Potency, µM (highest dose often 57.5 µM), for inactives: at the top dose activity, negative = inhibition, hits mostly inhibitors. hit rate 0.17% among 330,000. T. brucei PFK, ADP-Glo luminescence;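 also: potency is read from the fitted curve at half-maximal effect; 0% = uninhibited 1x PFK enzyme wells and -100% = no-enzyme wells; nearly all actives have a fitted effect of over 60% in size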
Target sequence (O15648 whole entry, looked up): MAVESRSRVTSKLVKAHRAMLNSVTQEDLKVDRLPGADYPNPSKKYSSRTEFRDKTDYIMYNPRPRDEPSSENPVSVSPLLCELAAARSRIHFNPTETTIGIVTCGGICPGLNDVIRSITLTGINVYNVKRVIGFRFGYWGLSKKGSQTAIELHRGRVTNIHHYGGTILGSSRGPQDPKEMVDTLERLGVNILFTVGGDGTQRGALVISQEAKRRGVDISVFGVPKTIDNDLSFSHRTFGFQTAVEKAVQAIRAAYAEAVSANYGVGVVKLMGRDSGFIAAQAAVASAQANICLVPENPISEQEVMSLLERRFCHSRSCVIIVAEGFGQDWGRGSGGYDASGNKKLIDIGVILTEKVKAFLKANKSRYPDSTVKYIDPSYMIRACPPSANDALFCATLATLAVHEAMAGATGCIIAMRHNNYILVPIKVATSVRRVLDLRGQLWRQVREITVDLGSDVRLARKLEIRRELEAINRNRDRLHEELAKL
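Compounds were pin-transferred as a titration series up to 57 uM into substrate buffer (0.5 mM F6P, 0.1 mM ATP, pH 8.0), then 1.25 nM PFK was added and reactions ran 45 min before ADP-Glo detection.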
TSG101-PTAP inh: blocks PTAP/TSG101 interaction to inhibit HIV-1 budding; Q99816; Fluorescence polarization, FITC-PTAP peptide / Tsg101 binding; Potency, µM (highest dose often 115 µM), without a hit: at the top dose activity change, negative = inhibition, usual class: inhibitors; 340,000 tested, under 10 active; AID 493005; active = well fitted inhibition curve with a large enough effect in the main read-out, with a control signal flat, not every such curve was filed as active; inconclusive = small, poorly fitted or top-dose-only effect, or effect the other way, or a change in a side signal; inactive = no such curve, though single readings can be large or run the other way; also: potency is read from the fitted curve at half-maximal effect; % of control where 0% means no effect
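FP read-out: FITC-PTAP peptide, 50 nM final, binding Tsg101 binding domain, 10 uM final; 20 min, r.t.; 10 mM HEPES pH 7.5, 0.15 M NaCl, 0.01% Tween 20, 3 mM EDTA, 0.1 mM TCEP.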
The depositor's hits bear a star; u = inconclusive; x = not tested or not shown; [ ] = remark or other dose. Unless noted, calls follow the shape of the dose curve; as a rule, active = well fitted curve in the direction sought with a large enough effect; inconclusive = small, poorly fitted or top-dose-only effect, or another doubt; inactive = no such curve, though single readings can be large; an effect the other way counts as inactive or inconclusive.

SMILES	Mito fusion act	TSHR antagonist	Eya2 inh	USP2a inh	BCR signal inh	TCR activator	uPA generation	ELG1 DNA repair	B2AR arrestin	Tb PFK block	TSG101-PTAP inh
CCCCCn1c(N2CCOCC2)nc2c1c(=O)n(CC(N)=O)c(=O)n2C	-1%	41	-7%	-1%	-4%	1%	4%	-2%	0.3%	1%	-2%
COc1ccc(NC(=O)c2c(NC(=O)CNCC(C)C)sc3c2CCC3)c(OC)c1	-3%	16	0%	-9%	-7%	-8%	3%	4%	3.7%	-13%	-1%
COc1cc(C2/C(=C(\O)c3ccc4c(c3)CC(C)O4)C(=O)C(=O)N2CC2CCCO2)cc(OC)c1OC (stereo unspecified)	2%	-20	10%	0%	-6%	2%	27%	15%	-0.4%	0%	-1%
Cc1nn(Cc2ccc(Cl)cc2Cl)c(Cl)c1/C=N/NC(=O)CNc1cccc(C(F)(F)F)c1	0%	12	7%	6%	u	1%[46.1 µM]	x	-13%	-0.2%	0%	x
OCC(O)/C=N/Nc1nc(N2CCCCC2)nc(N2CCCCC2)n1 (stereo unspecified)	2%	-10	-7%	7%	-4%	0%	7%	4%	0.0%	1%	-8%
COc1cccc(C(CC(=O)O)NS(=O)(=O)c2ccc3c(c2)N(C(C)=O)CC(C)O3)c1 (stereo unspecified)	-13%	-1	17%	3%	-10%	5%	2%	u	-0.3%	-3%	-2%
Cc1ccc(CSc2nnc(-c3ccncc3)n2CC2CCCO2)cc1 (stereo unspecified)	-3%	-7	11%	3%	5%	-2%	4%	8%	0.7%	-4%	-3%
NC(=O)N/N=C/c1cc(Br)ccc1OCC(=O)NCc1ccccc1	2%	-11	1%	2%	u	-3%[46.1 µM]	8%	-17%	-1.8%	-2%	-2%
Cc1cccc(-n2nc([N+](=O)[O-])c(N3CCN(C(=O)c4ccco4)CC3)[n+]2[O-])c1	-3%	0	-3%	4%	-4%	-5%	0%	-16%	0.2%	6%	-2%
Cc1[nH]c(C)c(S(=O)(=O)N2CCN(c3ccc(Cl)cc3)CC2)c1C(=O)N1CCCC1	-2%	-6	-13%	-1%	0%	1%	10%	3%	0.3%	-1%	-6%

3 of the entries above in order of their number in uPA generation, largest number first.
| SMILES | Mito fusion act | TSHR antagonist | Eya2 inh | BCR signal inh | TCR activator | uPA generation | B2AR arrestin | Tb PFK block | TSG101-PTAP inh |
| --- | --- | --- | --- | --- | --- | --- | --- | --- | --- |
| Cc1[nH]c(C)c(S(=O)(=O)N2CCN(c3ccc(Cl)cc3)CC2)c1C(=O)N1CCCC1 | -2% | -6 | -13% | 0% | 1% | 10% | 0.3% | -1% | -6% |
| OCC(O)/C=N/Nc1nc(N2CCCCC2)nc(N2CCCCC2)n1 (stereo unspecified) | 2% | -10 | -7% | -4% | 0% | 7% | 0.0% | 1% | -8% |
| COc1cccc(C(CC(=O)O)NS(=O)(=O)c2ccc3c(c2)N(C(C)=O)CC(C)O3)c1 (stereo unspecified) | -13% | -1 | 17% | -10% | 5% | 2% | -0.3% | -3% | -2% |

Following part:
SMILES	Mito fusion act	TSHR antagonist	Eya2 inh	USP2a inh	BCR signal inh	TCR activator	uPA generation	ELG1 DNA repair	B2AR arrestin	Tb PFK block	TSG101-PTAP inh
O=C(C1CCCN(Cc2ccccc2Cl)C1)N1CCCCC1 (stereo unspecified)	0%	7	-11%	1%	0%	-6%	8%	0%	-0.2%	0%	2%
Cc1ccsc1/C=N/NC(=O)c1cccs1	1%	-1	-3%	0%	u	8%[46.1 µM]	-7%	u	0.0%	0%	-1%
Cn1c(CN2CCOCC2)nnc1SCc1ccccc1	2%	-9	1%	1%	4%	x	4%	3%	-0.5%	1%	-5%
Cc1ccc(S(=O)(=O)NCCNc2ccc([N+](=O)[O-])cc2)cc1	1%	-50	7%	1%	2%	9%	6%	0%	0.2%	-17%	-4%
O=C1CCC(C(=O)OCc2cc(=O)oc3ccc4ccccc4c23)=NN1	-1%	-6	-6%	14%	0%	-9%	2%	-1%	-0.1%	1%	0%
CCc1cc(C(c2ccc(F)cc2)N2CCOCC2)c(NC(=O)c2ccccc2)s1 (stereo unspecified)	-1%	4	1%	3%	7%	4%	4%	u	-0.2%	-4%	-2%
O=C(CSCc1ccc(Cl)cc1)Nc1ccc2c(c1)OCO2	1%	-12	-18%	0%	14%	-7%[46.1 µM]	-4%	13%	-0.2%	-2%	-2%
Cc1cc(C(=O)N2CCN(c3ccccc3)CC2)no1	-2%	-6	14%	4%	-3%	-9%	x	1%	-0.2%	3%	-7%
COc1ccccc1-n1c(C)c(C(=O)O)c2cc(OC)c3ccccc3c21	8%	-3	-8%	1%	-9%	-2%	-10%	-3%	3.5%	-6%	-11%
CCCNC(=S)N1CCN(CC)CC1	-2%	14	-8%	2%	-2%	-3%[46.1 µM]	6%	7%	0.0%	1%	-3%
CCCOc1ccc(Oc2ccc(S(=O)(=O)N3CCN(C)CC3)cn2)cc1	-5%	12	-14%	0%	-1%	-3%	-2%	u	0.1%	-8%	-1%
COc1ccc(CNCCC2(Cc3ccccc3)CC(C)N(C)CC2C)cc1OC (stereo unspecified)	-1%	-4	7%	-1%	-14%	-3%	-5%	8%	0.5%	-4%	-6%
CSCCC(NC(=O)c1ccc(Cl)cc1Cl)C(=O)NNC(=O)c1ccncc1 (stereo unspecified)	-3%	30	-10%	1%	0%	2%	5%	3%	0.3%	-3%	0%
COc1ccccc1CNC(=O)CN(Cc1ccc(Cl)cc1)S(C)(=O)=O	9%	-10	-9%	1%	-17%	7%	-3%	-5%	-0.4%	0%	-2%
Cc1ccc(S(=O)(=O)N2CCCCC2)cc1NC(=O)CSc1nc(N)cc(=O)[nH]1	x	x	5%	5%	0%	x	4%	0%	-0.2%	-1%	0%
COC(=O)c1sccc1NC(=O)Nc1ccccc1OC	-2%	2	1%	-1%	u	0%	5%	8%	0.4%	-1%	-14%
CC1=NN(c2ccccc2)C(=O)/C1=C\c1cc(C)n(-c2cccnc2)c1C	-1%	-8	2%	1%	13%	-2%	-1%	-9%	-0.9%	1%	-9%
O=C(CN1C(=O)/C(=C/c2ccccc2)SC1=S)Nc1ncc(Cc2ccccc2)s1	3%	0	-30%	5%	-4%	-4%	-2%	14%	0.1%	5%	-2%
Cn1nccc1C(=O)N1CCC(Cc2ccccc2)CC1	0%	-9	-5%	-1%	3%	9%	9%	-11%	-1.2%	2%	2%
CCc1ccc(NC(=O)CNC(=O)c2nn(-c3ccc(OC)cc3)c(=O)c3ccccc23)cc1	-19%	-1	-4%	1%	-4%	-3%	6%	-14%	-0.1%	0%	1%
C[C@@]12CCC=C[C@H]1[C@H](c1ccc3ccccc3c1/C=C/c1ccccc1)N(Cc1ccccc1)C2=O	-10%	7	-1%	8%	u	-5%	-75%	-3%	-0.5%	1%	-12%
COc1cc(C)c(Cl)cc1S(=O)(=O)N1CCSC1	1%	8	-14%	1%	u	8%	4%	-8%	0.0%	-1%	2%
Cc1ccc(C2C=C(c3ccccc3)Nc3nc(N4C(=O)CCC4=O)nn32)cc1 (stereo unspecified)	-5%	3	5%	3%	1%	-34%	-2%	-1%	-0.2%	-6%	-11%
CC(C)N1C(=O)S/C(=C/c2cccnc2)C1=O	4%	18	11%	-1%	-17%	2%	-5%	u	-0.3%	6%	-3%
Cc1cc(-c2csc(NC(=O)c3ccc(=O)n(C)n3)n2)c(C)n1CC1CCCO1 (stereo unspecified)	-2%	2	1%	-2%	1%	4%	6%	-19%	0.3%	-1%	-3%
COC(=O)c1ccc(NC(=O)Cn2nc(-c3ccncc3)nc2SCC(=O)Nc2nccs2)cc1	-1%	7	0%	2%	2%	2%	x	0%	-0.6%	2%	3%
